Screening data (PubChem BioAssay)
uPA generation: inhibitors of cell surface uPA generation | cell surface uPA generation assay, qHTS | Potency, µM (titrated, usually from 38.3 µM), for the others: at the top dose activity change, negative = inhibition, actives largely listed as inhibitors | 330,000 tested, 0.31% active | AID 540303; active means well fitted inhibition curve with a large enough effect; inconclusive means small, poorly fitted or top-dose-only effect; inactive means no such curve, though single readings can be large or run the other way; tested in mouse RAW 264.7 cells; further: on the % scale 0 is the no-effect control and ±100 the full control effect; nearly all actives have a fitted effect of over 55% in size
ELG1 genotox: inducers of genotoxicity in HEK293T ELG1-luciferase cells | HEK293T ELG1-luciferase reporter, luminescence, 16 h | 330,000 tested, 1.3% active | Potency, µM (series often up to 46 µM), for the others: at the highest dose activity change, positive = activation, most hits filed as activators | AID 504466; further: % of control where 0% means no effect; nearly all actives have a fitted effect of over 60% in size
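After overnight (16 hr) compound treatment at 37 °C, ELG1-luciferase HEK293T cells were lysed with ONE-Glo; luminescence quantified 30 min later at room temperature.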
MBNL1 CUG block: inhibitors of human MBNL1 binding to CUG repeat RNA; TR-FRET MBNL1-His/biotin-(CUG)12 binding, 665/545 ratio; Potency, µM (titrated, usually from 57.5 µM), inactives show at the highest dose activity change, negative = inhibition, actives largely listed as inhibitors; AID 2675; 280,000 tested, 0.036% active; active means well fitted inhibition curve with a large enough effect in the signal ratio, with a control signal flat, not every such curve was filed as active; inconclusive means small, poorly fitted or top-dose-only effect, or effect the other way, or a change in a side signal; inactive means no such curve, though single readings can be large or run the other way; the % refers to the signal ratio; further: on the % scale 0 is the no-effect control and ±100 the full control effect
Target sequence (Q9NR56 whole entry, looked up): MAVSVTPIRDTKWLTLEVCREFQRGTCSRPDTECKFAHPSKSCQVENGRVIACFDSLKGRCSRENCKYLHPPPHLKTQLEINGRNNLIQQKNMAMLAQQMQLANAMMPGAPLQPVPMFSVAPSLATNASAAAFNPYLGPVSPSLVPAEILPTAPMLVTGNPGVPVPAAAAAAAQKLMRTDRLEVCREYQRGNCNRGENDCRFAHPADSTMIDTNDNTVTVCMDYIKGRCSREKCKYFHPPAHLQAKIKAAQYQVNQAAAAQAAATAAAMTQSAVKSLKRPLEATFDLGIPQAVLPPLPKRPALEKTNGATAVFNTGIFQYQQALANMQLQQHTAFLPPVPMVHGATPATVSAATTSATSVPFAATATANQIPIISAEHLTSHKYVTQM
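TR-FRET between His-tagged MBNL1 and biotin-(CUG)12 RNA, detected with Tb anti-His antibody (0.055 ng/ul) and streptavidin-XL665 (5 nM), 60 min at room temperature. Compounds titrated 92 nM to 58 uM; 665/545 nm ratio normalized to buffer and complex controls.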
NPC1 promoter act: activates the NPC1 promoter | Huh7 NPC1 promoter luciferase reporter, 24 h | Potency, µM (titrated, usually from 9.22 µM), without a hit: at the highest dose activation, most hits filed as activators | 320,000 tested, 2.4% active;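 further: % of control where 0% means no effect; nearly all actives have a fitted effect of over 60% in size; reporter is driven by a mutant NPC1 promoter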
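Quantitative HTS used a cell-based reporter: Huh7 cells stably bearing the NPC1 promoter upstream of luciferase were treated with compounds for 24 h, and promoter activation was read as luminescence.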
RORg inh: ROR gamma (mouse) transcription inhibition; Potency, µM (top dose mostly 53.6 µM), without a hit: top-dose activity change, negative = inhibition, actives largely listed as inhibitors; Drosophila S2 Gal4-RORgamma UAS-luciferase reporter, 20 h; P51450; AID 2551; 310,000 tested, 5.4% active; further: on the % scale 0 is the no-effect control and ±100 the full control effect; nearly all actives have a fitted effect of over 60% in size
Target sequence (P51450 whole entry, looked up, the tested form may be a part): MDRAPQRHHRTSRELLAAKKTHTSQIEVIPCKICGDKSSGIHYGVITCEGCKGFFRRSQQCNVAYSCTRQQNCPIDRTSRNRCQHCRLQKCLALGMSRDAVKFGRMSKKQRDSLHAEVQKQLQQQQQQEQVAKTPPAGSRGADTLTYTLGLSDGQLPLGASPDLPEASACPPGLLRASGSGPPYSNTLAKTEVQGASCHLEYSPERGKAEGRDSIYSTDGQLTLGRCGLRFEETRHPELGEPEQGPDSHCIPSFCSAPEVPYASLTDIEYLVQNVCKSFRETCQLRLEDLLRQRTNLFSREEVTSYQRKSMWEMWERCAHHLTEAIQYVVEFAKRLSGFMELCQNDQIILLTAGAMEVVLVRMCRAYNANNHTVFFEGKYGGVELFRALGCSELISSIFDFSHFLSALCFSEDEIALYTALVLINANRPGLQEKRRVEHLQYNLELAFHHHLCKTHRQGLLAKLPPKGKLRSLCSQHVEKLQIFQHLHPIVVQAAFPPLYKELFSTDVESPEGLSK
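Drosophila S2 cells stably expressing Gal4-DBD/mouse RORγ fusion under metallothionein promoter plus UAS-luciferase; compound 1 h, then 700 uM CuSO4 induction for 20 h at ambient temperature; inhibition read as reduced luminescence.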
p53 reactivator: mutant p53 re-activation in reporter cells. H1299 p53-A138V BP100-luciferase reporter, luminescence, 24 h. Potency, µM (top dose mostly 92.2 µM), without a hit: top-dose activity change, positive = activation, actives largely listed as activators. 320,000 tested, 0.063% active. AID 504706; further: % of control where 0% means no effect; nearly all actives have a fitted effect of over 45% in size
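p53-null H1299 cells stably carrying temperature-sensitive p53-A138V and a BP100-luciferase reporter were pinned with compounds (4-point, 1:5 series) and held 24 hrs at 37 deg C. Luminescence was read 10 min after detection reagent.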
BRCA1 expr act: increases BRCA1 expression | MCF7-BRCA1-FFLuc reporter, luminescence, 48 h; response scale: scaled: vehicle 0%, 10 µM genistein 100% | Potency, µM (doses to about 46.1 µM), without a hit: at the top dose activation, hits mostly activators | 380,000 tested, 1.1% active | AID 624202; further: nearly all actives have a fitted effect of over 80% in size; some results filed as inactive show a strong effect at the top dose
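Luminescence from a BRCA1-driven firefly luciferase in MCF7 cells was the read-out, taken 15 min after substrate addition following 48 h compound exposure at 37 °C. Data were normalized to a 10 microM genistein control and DMSO vehicle.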
Rab9 prom act: activators of Rab9 promoter; 320,000 tested, 2.8% active; Potency, µM (series often up to 9.22 µM), inactives show top-dose activation, negative = inhibition, most hits filed as activators; Huh7 Rab9 promoter-luciferase reporter, luminescence, 24 h; further: % of control where 0% means no effect; nearly all actives have a fitted effect of over 60% in size
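Stable Rab9-luc Huh7, 1500 cells/well, 2 h settle; cmpd in DMSO, 24 h, 37 °C/5% CO2; luciferase reagent 10 min RT; luminescence.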
FLuc counter: firefly luciferase modulation, counter-screen for miR-21 project. P08659. purified FLuc, Km substrates, luminescence inhibition. Potency, µM (doses to about 57.5 µM), without a hit: at the top dose activity change, negative = inhibition, actives largely listed as inhibitors. 360,000 tested, 6.9% active;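 further: plate controls were vehicle for no effect and reference inhibitor for full effect; nearly all actives have a fitted effect of over 55% in size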
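Biochemical qHTS of compounds, final roughly 60 µM downward over six points, against 10 nM purified firefly luciferase using Km concentrations of substrates (10 uM D-luciferin, 10 uM ATP) in Tris acetate pH 7.5 buffer; luminescence output.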
Gal4-VP16 FLuc: inhibits Gal4-VP16 luciferase reporter, ROR gamma counter-screen | Drosophila S2 Gal4-VP16 UAS-luciferase, luminescence, 20 h | Potency, µM (top dose mostly 53.6 µM), for the others: at the highest dose activity, negative = inhibition, hits mostly inhibitors | 310,000 tested, 3.5% active | AID 2546;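 further: Gal4-VP16 expression switched on by copper sulfate through the metallothionein promoter; on the % scale 0 is the no-effect control and ±100 the full control effect; nearly all actives have a fitted effect of over 50% in size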
* hit, by the source's call; ? = inconclusive; / = not tested or not shown; [ ] = another dose, or the depositor's remark. Unless noted, the call rests on the fitted dose curve; in most records, active means well fitted curve in the direction sought with a large enough effect; inconclusive means small, poorly fitted or top-dose-only effect, or another doubt; inactive means no such curve, though single readings can be large; an effect the other way counts as inactive or inconclusive. Potency means the concentration at half of the fitted maximal effect.

SMILES	uPA generation	ELG1 genotox	MBNL1 CUG block	NPC1 promoter act	RORg inh	p53 reactivator	BRCA1 expr act	Rab9 prom act	FLuc counter	Gal4-VP16 FLuc
Cn1cc(CNC(=O)COc2ccc(Cl)cc2Cl)cn1	-2%	-1%	-6%	-5%	6%	8%	4%	-2%	5%	-8%
CCCCN1CC[C@@H]2C=CC[C@H](C(=O)OC)[C@@H]2C1=O	0%	7%	/	/	11%[96.6 µM]	-1%	10%	/	/	-5%[96.6 µM]
Cc1cc(=O)oc2cc(OCC(=O)NCCc3c[nH]c4ccc(F)cc34)ccc12	4%	8%	1%	-4%	-1%	1%	0%	1%	0%	-2%
O=C(CSc1nc2ccccc2[nH]1)N1CCCCC1	5%	8.2µM*	1%	?	5%	?	?	3.5µM*	21µM*	-2%
COc1ccc(CN2CCN(C(=O)c3ccc(S(=O)(=O)NCc4ccco4)cc3)CC2)cc1F	?	0%	/	-8%	/	-8%	-42%	-12%	-2%	/
Clc1ccccc1-c1cc(COc2ccc3ccccc3c2)no1	7%	?	0%	5%	3%	9%	?	5%	-11%	-3%[0.365 µM]
Cc1cccc(-n2c(C)nc3cc(C(=O)N4CCOCC4)ccc32)c1	-24%	8%	6%	2%	28%	?	20%	8%	-2%	?
CN(C)S(=O)(=O)c1ccc(NC(=O)COC(=O)CC2CC3CCC2C3)cc1 (stereo not given)	11%	0%	-6%	-3%	-14%	3%	-10%	-2%	1%	8%
CCc1ccc(Nc2ncc3c(n2)CC(c2ccco2)CC3=O)cc1 (stereo not given)	7%	20%	-5%	20%	-20%	17%	-12%	19%	-25%	6%
CN(C1CCCCC1)S(=O)(=O)c1ccc(NC(=O)c2ccco2)cc1	-1%	-9%	6%	0%	27%	-9%	-33%	-1%	0%	-4%
CCC1CCCCN1c1cc(C)nc2cc(-c3cccc(C)c3)nn12 (stereo not given)	5%	-3%	-2%	1%	10µM*	6%	-67%	-2%	-2%	-27%
O=C(O)c1ccc(/C=N/NC(=S)NCc2ccccc2)cc1	-8%	-2%	/	-6%	-12%	0%	26%	2%	-4%	-15%

The list goes on, overlapping the part above by 2 compounds.
SMILES	uPA generation	ELG1 genotox	MBNL1 CUG block	NPC1 promoter act	RORg inh	p53 reactivator	BRCA1 expr act	Rab9 prom act	FLuc counter	Gal4-VP16 FLuc
CCC1CCCCN1c1cc(C)nc2cc(-c3cccc(C)c3)nn12 (stereo not given)	5%	-3%	-2%	1%	10µM*	6%	-67%	-2%	-2%	-27%
O=C(O)c1ccc(/C=N/NC(=S)NCc2ccccc2)cc1	-8%	-2%	/	-6%	-12%	0%	26%	2%	-4%	-15%
CCCc1nc2c(sc3nc4c(cc32)COC(C)(C)C4)c(=O)n1CCN(CC)CC	5%	2%	-8%	-4%	2%	-2%	0%	2%	-2%	-14%
CCCCCCn1cc(C(=O)O)c(=O)c2cc(F)c(N3CCCCC3)cc21	9%	1%	-1%	-2%	-20%	0%	0%	0%	2%	-10%
CC12C=CC3(O1)C(C(=O)N(c1cccnc1)C3C(=O)NC1CCCCC1)C2C(=O)Nc1ccccc1 (stereo not given)	4%	0%	1%	-3%	19%	-1%	3%	-3%	1%	-10%
CC(=O)c1cccc(N=Cc2c(O)c3ccccc3oc2=O)c1	-17%	2%	-1%	-5%	/	/	-28%	-1%	1.7µM*	/
COC(=O)/C=C/c1sc2nc(C)cc(C)c2c1N=CN(C)C	-1%	2%	25%	-1%	-26%	10%	-23%	-1%	-1%	2%
Cc1ccc(CNC(=O)CNC(=O)c2ccc(C(C)(C)C)cc2)n1C	15%	-3%	/	/	/	13%	-3%	/	/	/
COc1cc(NC(=O)C2CCCCC2)c(OC)cc1NC(=O)c1ccco1	-3%	-1%	4%	1%	9%	1%	0%	?	1%	-2%
COc1cc2c(cc1OC)C1O[C@](c3ccsc3)(C2)OC2=C1C(=O)OC1(CCCCC1)C2	/	/	-8%[11.5 µM]	-4%[1.84 µM]	-5%[10 µM]	/	/	4%[1.84 µM]	-1%[11.5 µM]	?
COC1CCN(C(=O)C2CCC(=O)N(C3CCCCCC3)C2)CC1 (stereo not given)	3%	?	-2%	?	18%	?	?	?	17µM*	-2%
CCOC(=O)c1c(NC(=O)c2noc3c2CCCC3)sc(C)c1C	/	3%	-4%	-3%	-15%	9%	/	-4%	-13%	-7%
Cc1cc(=O)[nH]c(SCc2nc3ccccc3s2)n1	2%	11%	10%	11%	14%	5%	23%	-1%	-6%	-10%
CCc1ccc(OCC(=O)N(Cc2ccccc2)C2CCS(=O)(=O)C2)cc1 (stereo not given)	-1%	30%	-5%	-1%	11%	-4%	-12%	2%	0%	-3%
CCCCOC(=O)Nc1nnc(CC(=O)NCc2ccccc2)s1	0%	10%	-9%	-2%	9%	0%	-17%	1%	1%	-1%
O=C(CCCOc1ccccc1)Nc1cccc(S(=O)(=O)N2CCCCC2)c1	-1%	-6%	/	1%	/	-1%	-13%	0%	0%	/
CN1/C(=C\C(=O)c2ccco2)c2ccccc2CC1(C)C	-7%	4%	?	3%	-3%	-5%	2%	18%	-9%	2%
CCOc1cc(C(=O)Nc2ccc(S(=O)(=O)Nc3onc(C)c3C)cc2)cc(OCC)c1OCC	2%	-4%	/	/	/	1%	-4%	/	/	/
N#Cc1ccc(COc2ccc(CCO)cc2-n2nc3ccccc3n2)cc1	5%	-8%	9%	3%	13%[10 µM]	-9%	-54%	4%	-4%	-8%
Cc1cc(O)cc2c1O[C@@](C)(CCC[C@@H](C)CCC[C@@H](C)CCCC(C)C)CC2	7%	-2%	/	-4%	/	-6%	10%	-2%	-2%	/
CCNc1nc(NC(N)=S)nc(NC(C)(C)C)n1	-11%	8%	5%	-2%	?	0%	0%	-12%	1%	-11%
CC1(C)CCC(=O)N2CC[C@H]3C[C@H](OC(=O)Nc4ccc(Br)cc4)C[C@@H]1[C@H]32	1%	-1%	-3%	10%	43%	14%	17%	14%	?	?
Cc1ccc(NC(=O)c2ccc3c(c2)N(CC(=O)N2CCCCC2)C(=O)C(C)(C)O3)cc1	-1%	-2%	-2%	-2%	-14%	-5%	3%	0%	1%	-3%
CS(=O)(=O)N1CCN(c2ccccc2NC(=O)c2ccc(-c3ccc(Cl)cc3Cl)o2)CC1	9%	-5%	26%	4%	1%	-16%	-27%	-9%	-5%	-14%
Cc1[nH]n(-c2ccc([N+](=O)[O-])cc2)c(=O)c1C=NCCc1c[nH]c2ccccc12	2%	1%	?	0%	10%	-2%	-7%	-2%	-3%	-10%
CCCNC(=O)c1onc(CSc2ccncc2)c1C(=O)NCCC	2%	0%	-2%	-2%	6%	0%	-8%	-13%	1%	-4%
C/C(=N\Nc1ccccn1)c1ccc(OC(F)F)cc1	-6%	?	5%	10%	14µM*	16%	-27%	26%	15µM*	?
COc1ccc(C(=O)N=C2SC3CS(=O)(=O)CC3N2Cc2ccccc2)cc1OC (stereo not given)	-4%	2%	3%	-6%	-17%	-9%	3%	-12%	-2%	2%
O=C(Nc1cn(-c2ccccc2)nc1-c1ccc(F)cc1)c1ccccc1	17%	-3%	-12%	4%	2%	-20%	13%	4%	0%	3%
Nc1nc(SCC(=O)NNc2c(Cl)cc(Cl)cc2Cl)n[nH]1	-2%	-4%	-16%	-1%	-3%	8%	-22%	0%	2%	-7%
CCCCC(CC)C(=O)Nc1ccc(S(=O)(=O)N2CCCC2)cc1 (stereo not given)	-16%	-4%	-5%	0%	28%	/	-34%	0%	-3%	0%
COc1ccc(N2CC(C(=O)Nc3nnc(SCCC4OCCO4)s3)CC2=O)cc1 (stereo not given)	-3%	0%	0%	-1%	-13%	1%	-11%	11%	-8%	-13%
COc1cccc(C2CC(c3cccc(NS(C)(=O)=O)c3)=NN2C(=O)c2ccccc2)c1OC (stereo not given)	-2%	-1%	17%	1%	2µM*	-13%	-39%	-4%	0%	-13%
CC(C)Nc1nc2nonc2nc1Nc1ccccc1	3%	-8%	12%	2%	20%	0%	-48%	-8%	2%	-2%
CCOC(=O)N1CCN(C(=O)c2ccc3c(=O)n(Cc4ccccc4)c(=S)[nH]c3c2)CC1	-1%	-2%	-9%	-3%	13µM*	8%	-41%	2%	-3%	?
Cc1nn(C)cc1CNC(=O)COc1ccc(Cl)cc1Cl	-1%	0%	3%	-10%	20%	-6%	-1%	2%	-1%	-4%
Cc1ccc(C)c(C(=O)COC(=O)Cn2[nH]c(=O)c3ccccc3c2=O)c1	-23%	2%	/	0%	/	-1%	-3%	1%	1%	/
CC(=O)Nc1ccc(SC[C@H](Cc2ccccc2)N2CCN(CCc3ccccc3)CCC2=O)cc1	-12%	-4%	-5%	-1%	7%	-1%	-11%	-1%	5%	4%
C=CCNC(=S)N/N=C/c1cccc([N+](=O)[O-])c1	2%	-2%	?	-1%	-2%	-3%	-10%	-1%	-3%	5%
CCOC(=O)[C@@H]1[C@H]2COc3ccccc3[C@@H]2N2C(=O)N(c3cccc(Cl)c3)C(=O)[C@]12C	16%	3%	-8%	0%	-9%	/	2%	-3%	4%	1%
O=C(CSc1nc2ccccc2n1S(=O)(=O)c1ccccc1)N1CCCC1	2%	19%	-18%	6%	-18%	?	-2%	18%	?	19%
O=C(COC(=O)c1ccc(S(=O)(=O)N2CCOCC2)cc1)NC1CCCCCC1	7%	5%	-9%	-1%	-10%	1%	11%	2%	0%	1%
